# Screening results from PubChem BioAssay.
# HT1080NT lethal: kills 2HG-producing HT-1080-NT fibrosarcoma cells. Potency, µM (top dose mostly 46.1 µM), for the others: at the highest dose activity, negative = less viability, actives largely listed as cytotoxic. 1.6% of 360,000 active. AID 686970. HT-1080-NT fibrosarcoma viability, CellTiter-Glo ATP luminescence, 48 h;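 further: NT is the 2HG producing partner of a matched IDH1 knockdown line; potency means the concentration at half of the fitted maximal effect; 0% = DMSO-treated cells and -100% = media-only wells without cells; nearly all actives have a fitted effect of over 55% in size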
#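 Fibrosarcoma NT cells, 750 per well in 5% FBS RPMI, were exposed to compound for 48 hours. Viability: CellTiter-Glo luminescence.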
# SW480 rereplic: induces DNA re-replication in SW480 colon adenocarcinoma cells. SW480 DNA re-replication, Hoechst DNA content imaging, 48 h. Potency, µM (highest dose often 46.1 µM), for the others: at the top dose re-replication activation, hits mostly activators. 1.8% of 340,000 active; further: potency means the concentration at half of the fitted maximal effect; % of control where 0% means no effect; nearly all actives have a fitted effect of over 55% in size
#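 Image-based read-out: total Hoechst fluorescence of nuclei (405 nm excitation, 500-530 nm emission), with hits raising the fraction of high-intensity nuclei. SW480 colon cells incubated 48 hr with compounds at 37 C.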
# KB-3-1 tox: KB-3-1 parental cell cytotoxicity. KB-3-1 viability, CellTiter-Glo ATP luminescence, 72 h. Potency, µM (doses to about 46.1 µM), without a hit: at the highest dose activity change, negative = cytotoxic, actives largely listed as cytotoxic. 1.4% of 400,000 active; further: potency means the concentration at half of the fitted maximal effect; on the % scale 0 is the no-effect control and ±100 the full control effect; nearly all actives have a fitted effect of over 60% in size
#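 Parental KB-3-1 viability, qHTS format: 72 h compound exposure, 37 °C; CellTiter-Glo; media-only wells and DMSO plates as controls; concentration-effect fits on corrected data.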
# ATXN2 expr inh: inhibitors of ATXN2 expression; HEK-293 ATXN2-luciferase reporter, luminescence, 24 h; Potency, µM (highest dose often 57 µM), without a hit: top-dose activity change, negative = inhibition, most hits filed as inhibitors; 0.72% of 360,000 active; AID 1745845; further: potency means the concentration at half of the fitted maximal effect; on the % scale 0 is the no-effect control and ±100 the full control effect; nearly all actives have a fitted effect of over 55% in size
#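 ATXN2-luciferase reporter cells (luciferase flanked by upstream and downstream ATXN2 gene portions) were treated 24 h at 37 °C with compounds at up to 57 uM. SteadyGlo luminescence gave expression; GF-AFC fluorescence gave viability.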
# IL1B secr inh: inhibitors of inflammasome signaling (IL-1 beta secretion); THP-1 LPS/ATP IL-1B secretion, AlphaLISA, 16 h; stronger effect = lower value; activity change, % at 57.5 µM; 4.7% of 360,000 active; AID 743279; in the data active means activity change below about -50%; inconclusive means mostly about -30% to -49%; further: on the % scale 0 is the no-effect control and ±100 the full control effect
#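 THP-1 cells pretreated 1 hr with compounds (up to 57.5 uM final), then stimulated with LPS (250 ng/mL final) plus ATP (1.25 mM final); secreted IL-1B measured by AlphaLISA after 16 hr, decreased signal indicating inhibition.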
# HT1080 IDH1KD tx: toxicity to HT-1080 IDH1 knockdown cells (counter line). HT-1080 IDH1 knockdown viability, ATP luminescence, 48 h. Potency, µM (doses to about 46.1 µM), for the others: at the highest dose activity, negative = toxicity, actives largely listed as cytotoxic. 2% of 360,000 active;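 further: potency means the concentration at half of the fitted maximal effect; 0% = DMSO wells and -100% = cell-free medium wells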
#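 Using the IDH1-knockdown HT-1080 line run in the same batch and compound series as the NT line, viability after 48 h at 37 °C was determined by CellTiter-Glo luminescence and expressed as % activity.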
# MCF10A rerep: inducers of DNA re-replication in MCF 10A breast cells; MCF 10A DNA re-replication, Hoechst nuclear intensity, 48 h; Potency, µM (series often up to 46.1 µM), for inactives: at the highest dose activity, positive = re-replication, actives largely listed as activators; 2.9% of 350,000 active; further: potency means the concentration at half of the fitted maximal effect; % of control where 0% means no effect; nearly all actives have a fitted effect of over 50% in size
# WRN helicase inh: inhibitors of human WRN helicase; Q14191; WRN helicase unwinding, fluorescent forked duplex, kinetic; Potency, µM (series often up to 114 µM), inactives show top-dose activity change, negative = inhibition, most hits filed as inhibitors; 0.46% of 360,000 active; further: potency means the concentration at half of the fitted maximal effect; on the % scale 0 is the no-effect control and ±100 the full control effect; nearly all actives have a fitted effect of over 55% in size
#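 Screening of the MLSMR collection measured strand separation of a quenched forked DNA duplex (100 nM) by 20 nM WRN with 2 mM ATP, all final. Compounds were preincubated with enzyme 15 min at room temperature.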
# KB-V1 cytotox: KB-V1 MDR subline cytotoxicity; KB-V1 MDR cells viability, CellTiter-Glo, 72 h; Potency, µM (doses to about 46.1 µM), for inactives: top-dose activity change, negative = cytotoxicity, hits mostly cytotoxic; 3.4% of 400,000 active; further: potency means the concentration at half of the fitted maximal effect; on the % scale 0 is the no-effect control and ±100 the full control effect; nearly all actives have a fitted effect of over 60% in size
#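 KB-V1 MDR subline cells in DMEM (phenol-red free, 10% FBS) exposed to compounds in qHTS concentration series for 72 h at 37 degrees C. Viability read by CellTiter-Glo luminescence; concentration-effect curves fitted after normalization and correction.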
# * marks the source's active call; other numbers are inactive results; ? = inconclusive; nt = not tested or not shown; [ ] = remark or other dose. Unless noted, the call rests on the fitted dose curve; in most records, active means well fitted curve in the direction sought with a large enough effect; inconclusive means small, poorly fitted or top-dose-only effect, or another doubt; inactive means no such curve, though single readings can be large; an effect the other way counts as inactive or inconclusive.
SMILES,HT1080NT lethal,SW480 rereplic,KB-3-1 tox,ATXN2 expr inh,IL1B secr inh,HT1080 IDH1KD tx,MCF10A rerep,WRN helicase inh,KB-V1 cytotox
Cc1cnc(NC2=NCCC2)s1,11%,-8%,28%,-23%[11.3 µM],9,17%,0%,-31%[57.1 µM],0%
COc1c(C)cc(S(=O)(=O)NCc2ccco2)c(C)c1C,10%,-8%,0%,16%,-12,11%,0%,-3%,-18%
O=C(CN1CCC(n2nnc3cc(F)ccc32)CC1)NCCc1nc2ccccc2[nH]1,-6%,4%,1%,-2%,5,0%,29%,0%,-4%
CC(C(=O)N1CCCC1)N1CCN(S(=O)(=O)c2ccc(OC(F)(F)F)cc2)CC1 (centres undefined),0%,0%,nt,-4%,-2,0%,?,-5%,nt
O=C(CN1C(=O)c2ccccc2C1=O)Oc1ccc(Cl)cc1,-11%,0%,9%,-5%,16,-5%,8%,-9%,?
O=C(Nc1ccccc1C(=O)O)/C(=C/c1ccc(Cl)cc1Cl)NC(=O)c1ccco1,0%,2%,nt,-7%,-5,-8%,?,-31%,nt
CNC(=O)NC(=S)NC(=O)c1cccc(Cl)c1,22%,-4%,1%,0%,-15,15%,3%,-4%,-11%
O=C(CCl)N(C1CCCC1)C1CCS(=O)(=O)C1 (centres undefined),?,21µM*,?,?,?,?,?,-11%,0%
CCN(CC)C(=O)c1ccc(N)cc1,-5%,-7%,4%,4%,-21,6%,-7%,0%,4%
O=C(NC1CCCC1)C1C(c2ccc(C(F)(F)F)cc2)=Nc2ccccc2N1C(=O)c1ccccc1 (centres undefined),-4%,nt,-23%,nt,43,-26%,nt,-5%,?
CCOc1ccccc1C(=O)Nc1cc(=O)n(C)c(=O)n1C,-7%,0%,0%,-1%,-10,0%,17%,3%,12%
CCc1ccc2c(CN3CCN(S(=O)(=O)c4cccs4)CC3)cc(=O)oc2c1,-4%,2%,0%,0%,9,-17%,?,-6%,-10%
CCCCCCn1cc(C(=O)O)c(=O)c2ccccc21,-16%,-1%,15%,-2%,-30,-16%,3%,5%,?
CCOc1cc(CNn2cnnc2)cc(Br)c1OCC(=O)NC(C)(C)C,2%,-29%,6%,-29%,0,-2%,-1%,6%,16%
COc1ccc([N+](=O)[O-])cc1NC(=O)c1ccc(CN(c2ccc(C)c(C)c2)S(C)(=O)=O)cc1,-14%,-1%,6%,-17%,?,-23%,7%,-2%,0%
Cc1ccc(C(=O)NC2(C(F)(F)F)NC(=O)N(c3ccc(Cl)cc3)C2=O)cc1 (centres undefined),-18%,1%,10%,0%,-61*,-25%,10%,-27%[57.1 µM],-5%
CCC(C)c1nc2ccsc2c(N2CCOC2=O)c1-c1ccccc1 (centres undefined),-11%,-4%,-16%,-23%,-8,-8%,-7%,-6%,-13%
C=C(C)COC(=O)C1CC2OC2CC1C(=O)OCC(=C)C (centres undefined),-3%,-5%,0%,1%,3,6%,1%,0%,-3%
COC(=O)C[C@H]1CC[C@H](NC(=O)c2cccc(F)c2)[C@@H](CO)O1,?,nt,12%,nt,0,12%,nt,0%,5%
C/C(=N\OC(=O)c1cccc(C)c1)c1sc(-c2ccccc2)nc1C,4%,0%,-26%,58%[activator],-8,-2%,5%,0%,-10%

# 2 entries drawn at random from those above, as already listed:
SMILES,HT1080NT lethal,SW480 rereplic,KB-3-1 tox,ATXN2 expr inh,IL1B secr inh,HT1080 IDH1KD tx,MCF10A rerep,WRN helicase inh,KB-V1 cytotox
CCc1ccc2c(CN3CCN(S(=O)(=O)c4cccs4)CC3)cc(=O)oc2c1,-4%,2%,0%,0%,9,-17%,?,-6%,-10%
CCCCCCn1cc(C(=O)O)c(=O)c2ccccc21,-16%,-1%,15%,-2%,-30,-16%,3%,5%,?

# Other results
SMILES,HT1080NT lethal,SW480 rereplic,KB-3-1 tox,ATXN2 expr inh,IL1B secr inh,HT1080 IDH1KD tx,MCF10A rerep,WRN helicase inh,KB-V1 cytotox
COc1cc(OC)c(CN2CCC(Cc3ccccc3)CC2)cc1Br,-26%,19%,?,nt,-58*,-23%,12µM*,5%,-14%
CCOc1ccc(NC(=S)Nc2cccc3cnccc23)cc1,-5%,-7%,-11%,-6%,28,-2%,0%,-11%[57.1 µM],15µM*
CCCCc1cc(=O)oc2cc(OCC(=O)N[C@@H](Cc3ccccc3)C(=O)O)ccc12,5%,-84%[inhibitor],-8%,1%,-19,7%,1%,-8%,0%
CCOC(=O)C1=C(C)N=c2s/c(=C/c3ccc(OCC(=O)O)cc3)c(=O)n2C1c1ccc(F)cc1 (centres undefined),1%,-6%,-2%,6%,-15,4%,?,-6%[11.6 µM],-10%
COc1cccc(OCC(=O)NC2CCCCCC2)c1,-4%,-6%,-1%,nt,31,0%,-2%,4%,-1%
COc1ccc(OC)c(/C(C)=N/Nc2ccc(C(=O)O)cc2)c1,0%,-3%,28%,98%[activator],29,12%,0%,-3%,12%
COCCNC(=O)/C(C#N)=C/c1c(N2CCN(C)CC2)nc2ccccn2c1=O,1%,?,7%,nt,-18,17%,?,5%,-3%
Cc1nc(NCCCN2CCOCC2)c2oc3ccccc3c2n1,-17%,-76%[inhibitor],1%,5%,6,-4%,14%,-2%,?
O=C(Nc1ccncc1)Nc1ccc(F)cc1F,11%,1%,3%,4%,6,-13%,-1%,-2%,?
NNc1nnc(-c2ccccc2)c(-c2ccccc2)n1,?,?,?,-36%,8,?,18%,-17%,0%

# By substructure, the compounds so far containing a thiophene ring, fused or not
SMILES,HT1080NT lethal,SW480 rereplic,KB-3-1 tox,ATXN2 expr inh,IL1B secr inh,HT1080 IDH1KD tx,MCF10A rerep,WRN helicase inh,KB-V1 cytotox
CCc1ccc2c(CN3CCN(S(=O)(=O)c4cccs4)CC3)cc(=O)oc2c1,-4%,2%,0%,0%,9,-17%,?,-6%,-10%
CCC(C)c1nc2ccsc2c(N2CCOC2=O)c1-c1ccccc1 (centres undefined),-11%,-4%,-16%,-23%,-8,-8%,-7%,-6%,-13%

# Next records follow.
SMILES,HT1080NT lethal,SW480 rereplic,KB-3-1 tox,ATXN2 expr inh,IL1B secr inh,HT1080 IDH1KD tx,MCF10A rerep,WRN helicase inh,KB-V1 cytotox
CN1CC(=O)N2[C@H]3c4ccccc4OC[C@@H]3[C@H](c3ccccc3)[C@]2(C)C1=O,3%,-9%,14%,3%,25,2%,-3%,-4%,11%
Cc1ccc(-n2cc(C(C)(C)C)[nH]c2=S)cc1,32%,0%,10%,14%,-7,12%,-1%,8%,12%
CCn1c(CNC(=O)c2ccco2)nnc1SCC(=O)Nc1cc(C(F)(F)F)ccc1Cl,7%,-3%,7%,-13%,22,-1%,-16%,6%,-2%
Cc1ccc(OCC2Cn3c(nc4c3c(=O)n(C)c(=O)n4C)O2)cc1 (centres undefined),-2%,-4%,-23%,-13%,0,-9%,-1%,-22%,-2%
C=Cc1ccc2c(c1)OCCOCCOCCOCCOCCO2,-4%,-14%,-6%,-14%,-8,-8%,-19%,0%,-5%
CCCCCCN1C[C@@H](n2cc(-c3ccc(F)cc3)nn2)[C@H](O)C[C@@H]1c1ccc(OC)cc1,?,nt,?,?,?,?,nt,-13%,?
Oc1ccccc1N=Cc1ccc[nH]1,-3%,14%,-13%,6%,3,?,?,-6%[57.1 µM],15%
O=C(NCc1ccccn1)c1cc(-c2ccccc2)on1,3%,-7%,0%,3%,-12,1%,-15%,-7%,-7%
CC1(C(=O)NS(=O)(=O)c2ccc(Cl)cc2)CCN1C(=O)CCC1CCCC1 (centres undefined),15%,nt,-1%,6%,33,15%,nt,3%[57.1 µM],2%
COc1ccccc1NC(=O)CNc1ccc(F)c(Cl)c1,-25%,nt,0%,-17%,-14,?,2%,-27%,?
O=C(N/N=C/c1c(O)ccc2ccccc12)c1ccc(Br)o1,?,1.2µM*,?,2.8µM*,91,5.8µM*,?,?,?
COCC(=O)NC1CCN(C(=O)NCc2ccccc2)CC1,-1%,-29%,0%,-1%,-4,3%,-182%[0.0737 µM],-1%,?
CCCN(CCC)C(=O)Cn1ccc(=N)c2ccccc21,0%,-9%,?,-13%,21,-5%,-4%,-7%,9%
C=CCn1cc(Cl)cc(C(=O)Nc2ccccc2)c1=O,3%,-5%,3%,10%,17,4%,0%,6%,2%
CCOC(=O)C1CCN(C(=O)COC(=O)/C=C/c2ccccc2)CC1,-5%[9.24 µM],7.3µM*,?,-12%,?,-4%,3%,2%,-11%
Cc1n(CC(=O)c2ccc(F)cc2)c2ccccc2[n+]1C,-4%,-1%,?,nt,48,-7%,?,0%,-4%
Cc1ccc(S(=O)(=O)NC(=O)C2(C)CCN2C(=O)CC2CCCC2)nc1 (centres undefined),?,nt,0%,9%,31,24%,nt,-1%,6%
CCOc1ccc(NC(=O)COC(=O)CC2CC3CCC2C3)cc1 (centres undefined),-3%,-21%,-29%,-15%,0,1%,-5%,-8%,8%
CCN(CC)CCN1C(=O)C(=O)/C(=C(/O)c2ccc(Cl)cc2)C1c1ccncc1 (centres undefined),7%,-9%,1%,8%,12,13%,2%,4%,27%

# Part of the list above in order of SMILES length, falling.
SMILES,HT1080NT lethal,SW480 rereplic,KB-3-1 tox,ATXN2 expr inh,IL1B secr inh,HT1080 IDH1KD tx,MCF10A rerep,WRN helicase inh,KB-V1 cytotox
Cc1ccc(S(=O)(=O)NC(=O)C2(C)CCN2C(=O)CC2CCCC2)nc1 (centres undefined),?,nt,0%,9%,31,24%,nt,-1%,6%
CCOC(=O)C1CCN(C(=O)COC(=O)/C=C/c2ccccc2)CC1,-5%[9.24 µM],7.3µM*,?,-12%,?,-4%,3%,2%,-11%
Cc1n(CC(=O)c2ccc(F)cc2)c2ccccc2[n+]1C,-4%,-1%,?,nt,48,-7%,?,0%,-4%
